# Polio RdRp inh – poliovirus RdRp elongation inhibitors, primary screen, biochemical, fluorescence polarization, total intensity. AID 588519, 2011. poliovirus polymerase elongation; active compounds read low. % elongation, % (compound at 16.7 µg/mL). 0.66% of 150,000 active; in the data active means % elongation below about 90%; further: some results filed as inactive read as strong as hits
# Target sequence (P03300 1749-2209 limits assumed): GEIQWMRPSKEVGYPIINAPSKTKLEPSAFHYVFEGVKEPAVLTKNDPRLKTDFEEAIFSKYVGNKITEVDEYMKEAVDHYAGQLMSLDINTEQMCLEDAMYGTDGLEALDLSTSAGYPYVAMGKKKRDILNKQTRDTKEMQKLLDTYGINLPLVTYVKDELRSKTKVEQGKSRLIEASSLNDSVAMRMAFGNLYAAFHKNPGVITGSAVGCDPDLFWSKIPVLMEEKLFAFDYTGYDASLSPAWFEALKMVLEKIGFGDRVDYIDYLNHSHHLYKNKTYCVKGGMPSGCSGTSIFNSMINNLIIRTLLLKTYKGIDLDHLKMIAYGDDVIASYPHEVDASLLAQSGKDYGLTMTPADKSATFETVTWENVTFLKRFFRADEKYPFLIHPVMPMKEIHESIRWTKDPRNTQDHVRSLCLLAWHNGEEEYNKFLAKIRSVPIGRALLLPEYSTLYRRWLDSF
# Polio RdRp inh FP z-score – also measured in Polio RdRp inh; calls as there; z-score; measured here: FP z-score; hits read low
# * = called active by the depositor.
# Results follow in this order: Polio RdRp inh	Polio RdRp inh FP z-score
CCN(CC)C(=O)c1sc2c(c1C)c(=O)n(Cc1ccccc1)c(=O)n2CC(=O)Nc1ccc(OC)cc1
 : 102.0	0
Cn1c(=O)[nH]c2nnc(-c3ccccn3)nc2c1=O
 : 89.0*	-4.4*
CCOC(=O)c1sc2nc(CSc3nncn3-c3ccccc3)[nH]c(=O)c2c1C
 : 129.0	2.6
O=CNCCCc1nc2ccccc2n1Cc1ccc(F)cc1
 : 100.0	-0.7
Cc1cccc(-n2c(/C=C/c3c(C)[nH]c4ccccc34)nc3ccccc3c2=O)c1
 : 108.0	0.3
Cc1ccc(-c2c(C(=O)N3CCCCC3)oc(=O)c3ccccc23)cc1
 : 104.0	0.8
COc1ccc(COn2c(=O)c(C)[n+]([O-])c3ccccc32)cc1OC
 : 102.0	0.3
Cc1ccc(S(=O)(=O)NCC2CCC(C(=O)NCCCOC(C)C)CC2)cc1 (stereo unspecified)
 : 102.0	-0.1
Cc1ccc(NC(=O)C(Cc2ccccc2)NC(=O)c2ccco2)cc1 (stereo unspecified)
 : 101.0	0.1
O=C(CN1CCc2sccc2C1c1cccs1)Nc1ccc2c(c1)OCO2 (stereo unspecified)
 : 105.0	0.3
CC(C)NC(=O)CN1CCN(c2nc(Cc3ccc(Cl)cc3Cl)nc3c2nnn3C)CC1
 : 105.0	0.6
Cc1nc2cc(Cl)ccc2n1-c1ccccc1
 : 103.0	0
Cc1nn(-c2ccccc2)c2[nH]c(C(F)(F)F)cc(=O)c12
 : 100.0	0
CN1CCN(C(=O)c2cnn(-c3ccccc3)c2C2CCN(C(=O)OC(C)(C)C)CC2)CC1
 : 103.0	-0.6
CCOc1ccccc1/C=C/c1onc(C)c1S(=O)(=O)N1CCC(C(=O)N2CCCCC2)CC1
 : 107.0	0.5
COc1ccc(NC(=O)c2sc3nc(C)c(C(=O)Nc4ccc(Cl)cc4)c(-c4ccc(Br)cc4)c3c2N)cc1
 : 102.0	-0.9
COc1ccc(C(=O)COC(=O)c2ccc(NC(C)=O)cc2)c(OC)c1
 : 107.0	0.4
COC(=O)c1c(NC(=O)COc2cccc(C(F)(F)F)c2)sc2c1CCCC2
 : 99.0	-0.7
COc1ccc(C2=NC3(CCCCCC3)N(CC(=O)Nc3ccc(C)c(C)c3)C2=O)cc1
 : 112.0	1
CCOc1cccc2cc(-c3nc4sc5c(c4c(=O)[nH]3)CCC(C(C)(C)C)C5)c(=O)oc12 (stereo unspecified)
 : 105.0	-0.2
CC(C)CNC(=O)CSc1ncnc2ccccc12
 : 100.0	-0.3
C[N+]1(CC[N+]2(C)CCCCC2)CCCCC1
 : 109.0	0.9
CCOC(=O)c1c(C)noc1/C(C)=N/OC(=O)Nc1cccc(C(F)(F)F)c1
 : 101.0	-0.1
O=C(NCC1CCCO1)C1c2ccccc2Oc2ccccc21 (stereo unspecified)
 : 100.0	-0.6
CC(C)c1ccc(C(=O)CC2(O)C(=O)N(CCc3ccccc3)c3ccc(Cl)cc32)cc1 (stereo unspecified)
 : 107.0	-0.6
CCN1CCN(C(=O)Cn2c(-c3cccs3)cc3cc(Cl)ccc32)CC1
 : 105.0	-0.8
Cc1nn(CC(=O)NCC2CCCO2)c(=O)c2cc3occc3n12 (stereo unspecified)
 : 103.0	-0.1
Cc1snnc1C(=O)Oc1ccccc1-c1nnco1
 : 78.0*	-4*
CCOC(=O)c1c(C)n(CC)c2cc(Br)c(O)cc12
 : 106.0	1.6
NC(=O)CSc1nccn1Cc1ccccc1
 : 100.0	-0.5
CC(=O)NCCNCc1ccc(OCc2csc(C)n2)cc1
 : 93.0	-1.4
Nc1c(C(=O)c2ccccc2)no[n+]1[O-]
 : 91.0	-1.4
CN=Cc1ccccc1Br
 : 103.0	-0.2
COc1ccc(C(=O)OCc2nnc(-c3ccccc3)o2)cc1S(=O)(=O)N1CCCCC1C (stereo unspecified)
 : 105.0	0.3
CCc1ccc(-c2cc(C)no2)cc1S(=O)(=O)N1CC(C)Sc2ccccc21 (stereo unspecified)
 : 102.0	0.5
CCc1ccc(NC(=O)Cc2coc3ccc(C(C)C)cc23)cc1
 : 105.0	0.8
CC(C)C12CN3CCN(CC(C3)C1=O)C2
 : 105.0	0.2
CC1C/C(=N\O)c2ccccc21 (stereo unspecified)
 : 100.0	-0.6
Nc1ccc(-c2nnc(-c3ccc(N)cc3)o2)cc1
 : 97.0	-0.3
CCC1CN(C(=O)N2CCC(C(=O)N3CCCCC3)CC2)c2ccccc2O1 (stereo unspecified)
 : 100.0	-1
CC1CCCN(C(=O)CSc2nc3ccccc3o2)C1 (stereo unspecified)
 : 100.0	-0.7
Cc1ccc(CNC(=O)Cn2c(=O)cc(C)c3c(C)nn(-c4cccc(F)c4)c32)cc1
 : 105.0	-0.2
Cc1ccc2nc3c(c(C(=O)O)c2c1)CC(C(C)(C)C)CC3 (stereo unspecified)
 : 103.0	0.5
CCNCc1nc2ccccc2c(=O)[nH]1
 : 105.0	0.5
O=C(c1ccc2ncsc2c1)N1CCN(c2ccccc2)CC1
 : 104.0	0.1
CCn1cc(C(=O)NCCC2=CCCCC2)c(=O)c2cc(S(=O)(=O)N(C)C)ccc21
 : 99.0	-0.9
CCCN(CCC)C1=C(C(=O)c2ccccc2)N(CC(N)=O)S(=O)(=O)c2ccccc21
 : 101.0	-0.1
Oc1ccc(-c2ccccc2)cc1O
 : 102.0	0.7
CCCNC(=O)c1cccc(COc2ccccc2OC)c1
 : 101.0	0.1
Cc1nnc(SC(C(=O)N2CCCC2)c2ccccc2)n1N (stereo unspecified)
 : 102.0	0
CCc1ccc(NC(=O)c2c(C(=O)Nc3ccccc3)sc3nc(C)cc(=O)n23)cc1
 : 106.0	-0.1
Cc1cnc(C(=O)OCC(=O)c2csc(N3CCCCC3)n2)cn1
 : 109.0	1.3
COc1ccc(-c2nc(CSCC(=O)NC3CC3)c(C)o2)cc1OC
 : 101.0	0.5
CC(NC(=O)Cn1nc(-c2ccccc2)ccc1=O)c1ccccc1 (stereo unspecified)
 : 104.0	1.5
Cc1ccc(CN(Cc2ccco2)S(=O)(=O)c2ccc(S(=O)(=O)NC3CC3)cc2)o1
 : 101.0	-0.2
CNc1nc(N2CCc3ccccc32)ncc1F
 : 101.0	0
CC(NCc1cccnc1)C12CC3CC(CC(C3)C1)C2 (stereo unspecified)
 : 101.0	-0.3
CCCN(C(=O)Cn1ncc2c(=O)oc3ccccc3c21)c1cccc(C)c1
 : 102.0	-1.4
COc1ccc(SCC(=O)c2cc(C)n(Cc3ccco3)c2C)cc1
 : 100.0	-0.2
Cc1cc2occ(CC(=O)Oc3ccc(-c4nnco4)cc3)c2cc1C
 : 101.0	-0.2

# Next part:
# Results follow in this order: Polio RdRp inh	Polio RdRp inh FP z-score
CCOc1ccc(NC(=O)c2nc3nc(C)cc(C(F)F)n3n2)cc1
 : 104.0	0
O=C(Nc1cccc(C(=O)OCc2cc(=O)n3nc(C4CC4)sc3n2)c1)c1ccc(F)cc1
 : 100.0	-1.5
Nc1c(C(=O)Nc2cccc(Br)c2)sc2nc3c(cc12)N1CCC3CC1
 : 103.0	-0.5
CCSc1ncc(Cl)c(C(=O)Nc2sc(C(C)=O)c(C)c2C(=O)OC)n1
 : 114.0	0
CC(=O)Nc1nc2c(Cl)cccc2s1
 : 100.0	0.1
COC(=O)c1c(-c2cccs2)csc1NC(=O)COc1ccc(C(C)C)cc1
 : 70.0*	-3.2*
CCc1nnc(SCc2nc(-c3cccc(C)c3)oc2C)c2cc3sc(C)cc3n12
 : 110.0	0.4
CN(CC(=O)NCc1ccco1)C(=O)c1ccc(-c2ccc(Cl)cc2)s1
 : 101.0	0
c1ccc(-c2ccc(-c3cn4ccccc4n3)cc2)cc1
 : 102.0	0.1
O=S(=O)(/C=C/c1ccccc1)Nc1ccc(S(=O)(=O)N2CCOCC2)cc1
 : 105.0	0.3
Cc1cccc(-n2c(C)cc(CNC(=O)NCC3CCCO3)c2C)c1 (stereo unspecified)
 : 102.0	0.5
COC(=O)c1cc(C)nc2c1c(=O)nc(SCc1ccccc1F)n2C1CC1
 : 107.0	-0.2
CC1Cc2ccccc2N1C(=O)Nc1ccc2c(c1)OCO2 (stereo unspecified)
 : 100.0	-1.1
c1ccc(-c2cc(N3CCCCC3)n3cnnc3n2)cc1
 : 105.0	1.8
CCS(=O)(=O)Nc1cccc(Oc2ccccc2)c1
 : 103.0	0.2
CCCCNS(=O)(=O)c1ccc2c(c1)C(=C(C#N)C#N)c1cc(S(=O)(=O)NCCCC)ccc1-2
 : 97.0	-1.4
O=C(CCC(=O)c1ccccc1)Nc1ccc(-c2ccccc2)cc1
 : 100.0	-0.7
C#CCN1C(=O)S/C(=C/c2cc(CC=C)c(O)c(OC)c2)C1=O
 : 105.0	1.3
CN(C)C(=O)COC(=O)c1ccc(S(=O)(=O)N2CCCc3ccccc32)cc1
 : 106.0	0.4
Cc1ccc(NC(=O)c2sc3nc4c(cc3c2N)CCCC4)cc1
 : 102.0	0.1

# (listing goes on)
canonical_smiles | Polio RdRp inh | Polio RdRp inh FP z-score
O=C1NC(=O)C(=C/C=C/c2ccccc2)C(=O)N1 | 104.0 | 0.1
O=C(Cc1cccc2ccccc12)Nc1cccnc1 | 105.0 | 1.9
CS(=O)(=O)Nc1ccccc1C(=O)O | 102.0 | 0
CCOC(=O)c1cc(-c2ccc(OC)cc2)n(CCC(=O)NCCc2ccc(OCC)c(OCC)c2)c1C | 100.0 | -0.5
CCC(=O)Nc1nc(-c2ccccc2)cs1 | 102.0 | 0.2
O=C(NCCOc1cccc2cccnc12)C1CC1 | 100.0 | -0.4
CCC(=O)N1CCc2cc(S(=O)(=O)CCC(=O)N3CCN(c4ccccc4)CC3)ccc21 | 98.0 | -0.7
CCCCOc1ccc(C(=O)N/C(=C\c2ccc(Br)cc2)C(=O)NC2CCCCC2)cc1 | 101.0 | -0.3
Cc1cccc(CC2SC(=Nc3ccc(Br)cc3)NC2=O)c1 (stereo unspecified) | 101.0 | -0.1
COc1ccc(-c2nc3ccc(NS(=O)(=O)c4ccccc4)cc3o2)cc1 | 101.0 | -0.4
CN1CCC(N(C)C(=O)Nc2cccc3ccccc23)CC1 | 102.0 | 0.1
COc1ccc(-c2c(C#N)c(SCC(=O)c3ccccc3)nc3c2C(=O)CC(C)(C)C3)cc1 | 100.0 | -0.3
CCCCCNC(=O)CCCCCn1c(=O)[nH]c2ccsc2c1=O | 105.0 | 0
COc1ccc(Cc2nnc(C(=O)NCCc3ccccc3)o2)cc1OC | 102.0 | 0.3
COC(=O)c1cc(NC(=O)N2c3ccccc3Sc3ccccc32)cc(C(=O)OC)c1 | 99.0 | -0.6
CCC(=O)Nc1ccc(Cl)c(-c2nc3ccccc3[nH]2)c1 | 102.0 | -0.4
CC(C)Cn1c(=O)c2sccc2n2c(CCCC(=O)NCc3ccccc3Cl)nnc12 | 120.0 | 0.5
COc1ccc(CNC(=O)CSCc2nc(-c3ccccc3F)oc2C)cc1 | 108.0 | 0.4
CC1CCCC(NC(=O)CN2N=C(c3ccc(Cl)cc3)CCC2=O)C1C (stereo unspecified) | 101.0 | 0.2
CCOc1cc2[nH]c(=O)n(CCCC(=O)NCCc3ccccc3)c(=O)c2cc1OCC | 99.0 | -0.9
COC(=O)c1ccccc1NC(=O)Nc1cccc(OCc2cc(=O)n3cccc(C)c3n2)c1 | 109.0 | 0.6
C=CCn1c(NC(C)c2cc(Cl)ccc2O)nc2ccccc21 (stereo unspecified) | 99.0 | -0.4
CCOC(=O)c1c(C)c(C(=O)NCc2ccc(OC)cc2)c(C)n1CC | 106.0 | 0.4
COC(=O)c1scc2c(N3CCC(n4cccc4)CC3)cc(C(F)(F)F)nc12 | 124.0 | 3.9
O=C(Nc1nn[nH]n1)c1ccc(S(=O)(=O)N2CCCCC2)cc1 | 103.0 | 0.3
CC(NC(=O)Nc1ccccc1)C(=O)N1CCc2ccccc21 (stereo unspecified) | 98.0 | -0.7
COc1cc(NS(=O)(=O)c2c(C(=O)N3CCCCC3)c(C)n(C)c2C)cc(OC)c1OC | 112.0 | 1.5
COC(=O)c1cc2sc(C)cc2n1Cc1ccccc1 | 113.0 | 0.8
O=S1(=O)CCC(Cc2n[nH]c(=S)o2)C1 (stereo unspecified) | 97.0 | -0.4
COCc1cc(OC(=O)N(C)C)nc2c1c(-c1cccs1)nn2C | 107.0 | 0.6
Cc1ccc(-n2c(=O)c3oc4ccccc4c3n(CC(=O)Nc3ccc(F)c(Cl)c3)c2=O)cc1C | 107.0 | 0
O=C(Cn1c(=O)c(CNc2ccccc2)cc2cc3c(cc21)OCCO3)Nc1ccccc1Cl | 51.0* | -9.5*
Cc1cc(C)cc(NC(=O)Cn2cc(C(=O)C3CCCCC3)c3ccccc32)c1 | 108.0 | 0.5
Cc1ccc(-c2nc(C#N)c(NCCCN3CCCC3=O)o2)cc1 | 106.0 | 0.5
COc1ccc(C)cc1NC1=NCCCS1 | 100.0 | -1
CCN1CCCC1CNC(=O)c1cc2c(s1)-c1ccccc1SC2 (stereo unspecified) | 104.0 | 0.4
CCOC(=O)c1ccc(CN(Cc2ccc(C)cc2)S(=O)(=O)c2ccc(F)c(C(=O)Nc3ccc(C)c(F)c3)c2)cc1 | 110.0 | 0.5
COc1ccc(N(C(=O)c2ccccc2)S(=O)(=O)c2ccc(Cl)cc2)cc1 | 101.0 | 0

# An excerpt; rates above refer to the full screens.
